HKDC1 inhibitor – inhibitors of human hexokinase HKDC1 | Q2TB90 | 340,000 tested, 0.16% active | recombinant HKDC1, G6PDH/diaphorase resazurin coupled fluorescence | inhibition, % at 20 µM | AID 493160;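 active = inhibition above about 35% when tested at 20 µM, limit read from the data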;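 note: plate controls were DMSO wells with enzyme for no effect and DMSO wells lacking enzyme for full effect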
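Test system: recombinant HKDC1 (HK5) hexokinase enzyme, produced in-house / Doses: 20 µM test compound, 1% DMSO / Timing: 90 min, room temperature / Detection: G6PDH/diaphorase-coupled fluorescence, 1 mM NADP, 100 µM resazurin, 525/613 nm / Control set: DMSO wells with and without enzyme mix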
Apaf1 inhib – inhibitors of human Apaf-1 apoptosome. reconstituted apoptosome caspase-3 activity, DEVD-Rh110 fluorescence. inhibition, % at 20 µM. AID 489030. 330,000 tested, 0.71% active. O14727; active = inhibition of at least 40% at 20 µM;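 note: plate controls were DMSO wells for no effect and DEVD-CHO caspase inhibitor wells for full effect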
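Assay system: Apoptosome proteins | Medium: pH 7.5 Hepes buffer with CHAPS, BSA, DTT | Also added: Cytochrome c and DEVD-Rh110 substrate | Times: 30 min plus 50 min, RT | Detection: Rhodamine 110 fluorescence at Ex 480/Em 540 nm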
SENP8 block-1 – blocks human SENP8 cleavage of Nedd8 substrate; Q96LD8; recombinant SENP8, Nedd8 substrate fluorescence; inhibition, % at 20 µM; 360,000 tested, 0.64% active; AID 602440; in the data active = inhibition mostly above about 40%, no sharp cut-off; inactive = mostly below about 27%
Target sequence (Q96LD8 whole entry, looked up): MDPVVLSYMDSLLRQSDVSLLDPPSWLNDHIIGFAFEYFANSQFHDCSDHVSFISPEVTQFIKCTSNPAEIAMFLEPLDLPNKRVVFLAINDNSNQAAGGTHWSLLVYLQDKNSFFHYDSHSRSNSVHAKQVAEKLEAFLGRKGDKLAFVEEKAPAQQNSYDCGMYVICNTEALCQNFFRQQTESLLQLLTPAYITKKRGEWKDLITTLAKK
SENP1 inh – inhibitors of human SENP1 SUMO protease catalytic domain; Q9P0U3; recombinant SENP1 catalytic domain, CyPet-SUMO1-YPet FRET cleavage; inhibition, % at 10 µM; 360,000 tested, 0.21% active; AID 624204;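 active = inhibition at least 30% at 10 µM, raw YFP signal under a set limit, fluorescence ratio 0.5 to 1.5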;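 note: 0% = enzyme with DMSO and 100% = no enzyme wells; some results filed as inactive read as strong as hits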
Target sequence (Q9P0U3 419-644 limits assumed): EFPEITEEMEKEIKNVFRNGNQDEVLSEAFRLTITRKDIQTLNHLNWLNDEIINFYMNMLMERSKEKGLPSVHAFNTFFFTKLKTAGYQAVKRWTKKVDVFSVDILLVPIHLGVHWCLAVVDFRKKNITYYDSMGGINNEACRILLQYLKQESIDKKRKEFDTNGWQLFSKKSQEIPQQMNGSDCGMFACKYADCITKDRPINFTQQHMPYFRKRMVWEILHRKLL
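Test system: human SENP1 catalytic domain; medium: Tris pH 8 buffer plus EDTA, NaCl, BME, BSA, NP40, catalase; incubation: 50 min reaction at room temperature; technique: FRET, CFP and YFP emission; controls: no-enzyme low control and enzyme-plus-DMSO high control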
PfG6PD inh – PfG6PD (Plasmodium falciparum) enzyme inhibition. 350,000 tested, 0.78% active. PfGluPho enzyme, NADPH resazurin-diaphorase fluorescence. AID 504690. inhibition, % at 20 µM;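 active = inhibition reaching at least a set limit at 20 µM in the primary screen, cut at about 59% in these data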;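 note: 0% = DMSO wells with substrate and 100% = DMSO wells lacking glucose-6-phosphate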
SENP6 inh – inhibitors of human SENP6 protease; Q9GZR1; Recombinant SENP6 catalytic domain, aminoluciferin luminescence; inhibition, % at 10 µM; 330,000 tested, 1.8% active;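 active = inhibition above about 50% at the single tested dose, limit read from the data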;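 note: plate controls were DMSO wells with enzyme for no effect and DMSO wells lacking enzyme for full effect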
Target sequence (Q9GZR1 628-1112 limits assumed): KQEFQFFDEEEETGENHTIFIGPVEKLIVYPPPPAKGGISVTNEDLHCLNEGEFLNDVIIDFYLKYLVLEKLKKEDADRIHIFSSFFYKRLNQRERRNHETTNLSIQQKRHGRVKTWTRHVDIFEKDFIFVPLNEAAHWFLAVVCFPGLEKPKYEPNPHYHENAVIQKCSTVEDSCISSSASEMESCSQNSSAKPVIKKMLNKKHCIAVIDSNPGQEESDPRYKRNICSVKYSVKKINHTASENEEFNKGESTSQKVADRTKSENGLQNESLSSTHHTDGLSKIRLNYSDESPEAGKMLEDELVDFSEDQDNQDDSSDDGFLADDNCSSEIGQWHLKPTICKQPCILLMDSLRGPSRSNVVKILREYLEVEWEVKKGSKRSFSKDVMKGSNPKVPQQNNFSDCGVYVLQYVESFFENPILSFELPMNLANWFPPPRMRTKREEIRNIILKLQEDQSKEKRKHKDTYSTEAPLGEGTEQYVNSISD
SENP8 block-2 – inhibitors of human SENP8 protease. inhibition, % at 10 µM. 330,000 tested, 1.2% active. AID 2540. purified SENP8, Z-RLRGG-aminoluciferin cleavage, luminescence. Q96LD8; in the data active = inhibition above about 50%
SENP7 inh – blocks the human protease SENP7; Q9BQF6; recombinant SENP7, Z-RLRGG-aminoluciferin luminescence, 40 min; inhibition, % at 5 µM; 330,000 tested, 1.5% active;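 active = inhibition above about 50% at the single test dose, limit read from the data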;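 note: plate controls were DMSO with enzyme for no effect and no enzyme buffer wells for full effect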
Active calls of the source: *; · = no result given.

SMILES	HKDC1 inhibitor	Apaf1 inhib	SENP8 block-1	SENP1 inh	PfG6PD inh	SENP6 inh	SENP8 block-2	SENP7 inh
O=S1(=O)[C@H]2C[C@@H]3CC[C@]2(CN1Cc1cccc(F)c1)O3	32.6	2.1	10.5	1.2	-3.8	-15.0	1.0	-5.6
Cc1cc(C(=O)N2CCC(CO)(Cc3cccc(C(F)(F)F)c3)CC2)n[nH]1	-6.7	6.6	3.3	2.1	13.8	0.6	11.1	3.7
O=C(Oc1ccccc1N1C(=O)C2CCCCC2C1=O)c1ccc(Cl)cc1 (stereo not drawn)	-4.6	-4.8	3.2	6.0	-16.2	-8.9	-9.1	-0.5
Cn1c(C(C(=O)NCC2CCCO2)N(CCc2ccccc2)C(=O)Cn2nnc3ccccc32)nc2ccccc21 (stereo not drawn)	-7.9	10.7	19.0	0.1	0.8	7.3	7.4	3.7
O=C(Nc1cc(Cl)cc(Cl)c1)c1cccnc1	-2.8	5.1	-1.3	0.3	2.2	17.3	-4.8	-3.5
CC(C)(C)c1nnc(NC(=O)C2CCN(c3ncccn3)CC2)s1	-13.1	7.7	-95.6	-0.4	7.9	-1.9	-6.3	10.1
CCN(c1ccc(OC)cc1)S(=O)(=O)c1ccc2c(c1)NC(=O)CS2	-0.2	21.4	17.4	1.5	-11.4	5.9	4.7	-18.6
O=C(Nc1ccccc1N1CCCC1)c1cccc(-c2cc3ccccc3oc2=O)c1	-0.4	22.1	-79.3	-3.3	6.4	28.2	-0.5	7.2
Cc1cc(C(=O)COc2ccc(F)cc2Br)c(C)n1C	-5.1	-0.1	12.6	0.7	10.0	-22.0	-2.1	9.9
N#C/C=C/N1CCC(Cc2ccccc2)CC1	2.5	8.5	-6.9	-0.3	0.1	-27.5	-3.4	6.4
COC(=O)C1=C(C)N(Cc2cccnc2)C(=O)/C1=C\c1cccs1	·	2.8	·	·	·	10.6	1.6	6.1
CCCCn1c(N)c(N(CCOC)C(=O)c2ccc3c(c2)OCCO3)c(=O)[nH]c1=O	-3.1	2.6	1.7	-2.5	1.0	-4.6	1.3	-5.0
O=C(CN(C(=O)Cn1nnc(-c2cccs2)n1)c1ccc2c(c1)OCCO2)NCc1ccccc1	-2.6	3.0	15.8	0.7	11.2	-11.3	11.9	-1.5
COC(=O)[C@@]1(Cc2ccccc2)C=C[C@@H](C)N1C(C)=O	-7.2	2.6	13.4	-2.7	-0.3	-0.2	6.7	6.6
Cc1csc(NC(=O)Cc2c(F)cccc2Cl)n1	-4.5	8.1	8.1	0.3	7.8	-3.1	5.2	9.4
COc1ccc(CNC(=O)C(C)OC(=O)Cn2cnc3c2c(=O)n(C)c(=O)n3C)cc1 (stereo not drawn)	3.6	6.6	9.0	0.5	-17.9	-4.9	-13.0	0.6
COc1ccc(C(=O)N2c3ccccc3CC2C)cc1OC (stereo not drawn)	0.0	0.2	19.4	-0.9	-23.3	-7.0	4.1	8.8
CCC1CN2CCc3cc(OC)c(OC)cc3C2CC1CC1c2cc(OC)c(OC)cc2CCN1C(=O)C(Cc1c[nH]c2ccccc12)NC(=O)OC(C)(C)C (stereo not drawn)	5.1	·	-188.6	34.4	40.6	·	·	·
CCN(CC)C(=O)COc1coc(CN2CCN(Cc3ccccc3)CC2)cc1=O	-4.9	6.3	4.7	2.3	21.1	-2.3	-1.5	6.2
CCc1cc(=O)oc2cc(OC(=O)CN3C(=O)NC4(CCCC4)C3=O)ccc12	1.9	5.6	-418.6	-147.9	2.2	-7.3	3.1	-6.9
CCS(=O)(=O)c1nc(S(=O)(=O)c2ccc(Cl)cc2)c(N2CCc3ccccc3C2)s1	-6.3	-406.2	10.1	-1.1	5.1	-10.8	-7.5	-1.4
O=C(NCCCN1CCOCC1)c1cc(-c2ccc(Br)cc2)nc2ccccc12	-11.7	12.5	-13.8	0.2	13.2	-9.2	-12.1	-4.1
CCN(CC)C(=O)C1=C(C)NC(=S)NC1c1ccc(C)s1 (stereo not drawn)	-1.7	-1.9	3.6	-0.5	4.2	-8.0	-1.8	-6.8
CC(=O)Nc1ccc(S(=O)(=O)NCCC(=O)OCC(=O)c2cccc(Br)c2)cc1	6.2	4.0	13.2	1.2	-9.6	-1.1	-2.7	4.5
Cn1nc(C(=O)OCCN2C(=O)c3ccccc3C2=O)c2ccccc2c1=O	2.2	1.1	26.6	2.1	3.2	-5.1	-1.9	-1.3
CC(C1CC2CCC1C2)n1c(COc2ccccc2F)nnc1SCC(N)=O (stereo not drawn)	-3.2	4.6	14.1	3.2	-5.1	4.1	2.3	-8.8
CC(=O)Nc1ccc(S(=O)(=O)N2CCSC2c2ccco2)cc1 (stereo not drawn)	-3.6	-13.8	-0.3	0.3	-12.4	-12.4	3.7	7.1
O=C(COc1ccc([N+](=O)[O-])cc1)N/N=C/c1cc([N+](=O)[O-])ccc1N1CCOCC1	3.0	2.0	19.4	2.7	4.2	1.3	-2.9	-3.9
CC1CN(C(=O)c2cc(S(=O)(=O)N(C)c3ccc(F)cc3)ccc2Cl)CC(C)O1 (stereo not drawn)	-4.0	-0.4	4.4	-0.1	3.2	-19.1	-1.3	-16.1
CCOC(=O)c1c(NC(=O)CN2CCN(C(=O)c3ccco3)CC2)sc(C)c1C	-0.5	17.5	-13.0	-0.2	12.7	-7.2	7.8	-3.0
O=S(=O)(c1cnc(Cl)c(Cl)c1)N1CCN(c2ncccn2)CC1	-3.1	-24.5	8.8	0.1	-9.1	-10.1	5.9	0.3
Clc1ccc(OCCOCCNCc2ccccc2)cc1Cl	4.8	13.4	20.2	-0.9	8.0	-36.0	-16.8	7.2
CN1CCc2c(sc(NC(=O)c3cc(Cl)sc3Cl)c2C(N)=O)C1	11.2	13.7	-54.8	-31.5	-0.5	-16.2	-0.9	-1.4
O=C(COn1nnc2ccccc21)NCC1CCCCC1	0.0	-0.3	25.6	-0.1	11.1	-4.2	-4.3	6.6
C=CCn1c(SCC(=O)N2CC(=O)Nc3ccccc32)nc2scc(-c3cccs3)c2c1=O	3.5	13.8	11.2	-1.0	12.2	-1.7	-1.8	3.4
CCOC(=O)N1CCN(C(=O)CN2C(=O)COc3ccc(C(C)(C)C)cc32)CC1	12.9	-5.0	19.2	2.2	1.0	-9.8	2.3	5.1
CC(=O)Nc1ccc(S(=O)(=O)N2CCN(c3nc(NC4CCCC4)c4ccccc4n3)CC2)cc1	-7.9	10.0	-458.0	1.8	-16.9	16.4	4.9	4.7
COc1cc(C2=NOC(C(=O)N3CCCc4ccccc43)C2)cc(OC)c1OC (stereo not drawn)	-6.7	1.3	10.2	3.8	-6.2	-6.6	-7.0	-7.7
O=S(=O)(c1ccccc1)N1N=C(c2cccs2)CC1c1ccc(F)cc1 (stereo not drawn)	6.6	26.5	25.3	0.5	31.5	-1.9	-4.6	7.1
CC(=O)N1N=C(c2ccccc2)CC1c1ccc(F)cc1 (stereo not drawn)	-4.0	-3.3	6.8	1.1	-3.8	1.0	-3.6	-8.8
CS(=O)(=O)c1ccc2nc(NC(=O)CN3CCC(Cc4ccccc4)CC3)sc2c1	4.4	14.1	16.9	-3.0	-27.7	-20.5	2.2	3.2
O=C(c1cc2ccccc2o1)N1CCN=C1SCc1cccnc1	5.9	5.3	12.5	0.7	1.3	11.0	3.3	-0.8
Cc1cnc(C(=O)OCC(=O)c2csc(N3CCCCC3)n2)cn1	6.2	20.2	-39.5	-110.9	11.0	-2.6	-7.9	-9.7
CC(C)C[C@H](NC(=O)N1CCN(c2ccccc2)CC1)C(=O)O	-12.1	-27.6	8.9	4.5	-7.0	2.7	0.9	3.9
CC1(C)O[C@H]2OC([C@H](O)CON3C(=O)c4ccccc4C3=O)[C@H](O)[C@H]2O1 (stereo partly drawn)	6.5	7.8	·	·	5.2	7.5	-0.4	-5.1
Cc1ccc(C(C#N)c2ccc(C(=O)c3ccc(F)cc3)cc2)cc1 (stereo not drawn)	-8.3	8.2	23.3	1.4	-10.7	3.0	-4.3	-1.2
CCCc1nnc(SCC(=O)N2CCOCC2)n1CC1CCCO1 (stereo not drawn)	-0.7	-8.7	14.0	0.4	-14.3	-2.3	-4.6	-1.7
COC(=O)c1ccc2c(c1)N(Cc1nc(-c3ccc(Cl)cc3)oc1C)C(=O)C1CCCN21 (stereo not drawn)	-4.4	-7.8	-180.8	-31.1	-4.2	-23.0	-3.0	-8.2
CCc1nn(C)c(-c2n[nH]c(=S)n2N)c1Cl	-6.0	-1.2	33.6	3.3	27.6	-1.6	-2.6	-1.2
O=C(COC(=O)c1ccccc1O)NC12CC3CC(CC(C3)C1)C2	-7.6	5.1	1.3	2.1	3.5	-1.9	-6.5	-5.3
CCCOc1ccc(-c2nnc(N)s2)cc1	-2.5	0.0	-38.7	-1.8	0.0	-10.0	-0.2	-2.5
COc1ccc(OC)c(N2C(=O)C(Cl)=C(N3CCOCC3)C2=O)c1	-8.1	-10.4	13.7	-0.4	18.7	-1.0	-8.3	-1.6
O=C(Cc1ccc(Br)cc1)NCCc1ccccc1	-3.5	-13.2	34.7	-0.1	-5.4	-15.2	-16.4	7.0
Nc1ncnc2c1ncn2[C@@H]1O[C@H](CN=C2NS(=O)(=O)c3ccccc32)[C@@H](O)[C@H]1O	-1.9	-7.0	11.1	0.2	-4.3	9.9	-0.3	-3.0
COc1cc(OC)cc(C(=O)Nc2ccccc2C(=O)NC2CC2)c1	-3.4	14.0	-7.9	3.2	10.3	-18.5	-13.6	-7.1
O=C(/C=C/c1ccc(Cl)c(Cl)c1)NC1=NCCS1	-8.4	9.6	7.6	-3.0	6.7	-21.6	-2.3	-11.2
O=C(NCCc1ccccc1)C1CCN(C(=O)c2ccc(F)cc2)CC1	-2.4	2.6	17.3	-0.1	5.8	-14.6	-9.2	-4.1
CC(NC(=O)CCc1ccccc1)c1ccc2c(c1)OCO2 (stereo not drawn)	-6.2	4.6	8.6	0.7	0.0	-13.2	-12.1	-14.4
COc1ccccc1NC(=O)c1ccc(COc2ccccc2OC)o1	0.3	-0.5	8.6	-0.2	-2.0	-16.6	-6.4	0.1
COc1ccc(S(=O)(=O)NCc2cccnc2)cc1NC(=O)c1ccccc1	-2.8	1.6	2.0	1.6	18.7	-4.4	-1.0	4.2
COc1ccc(C(=O)NCC(=O)N2CCCC(C)C2)cc1OC (stereo not drawn)	0.0	-6.8	12.9	-0.1	2.4	4.9	3.7	-10.0

Exported as comma-separated lines: part of the list above
molecule,HKDC1 inhibitor,Apaf1 inhib,SENP8 block-1,SENP1 inh,PfG6PD inh,SENP6 inh,SENP8 block-2,SENP7 inh
CCc1nn(C)c(-c2n[nH]c(=S)n2N)c1Cl,-6.0,-1.2,33.6,3.3,27.6,-1.6,-2.6,-1.2
O=C(COC(=O)c1ccccc1O)NC12CC3CC(CC(C3)C1)C2,-7.6,5.1,1.3,2.1,3.5,-1.9,-6.5,-5.3
CCCOc1ccc(-c2nnc(N)s2)cc1,-2.5,0.0,-38.7,-1.8,0.0,-10.0,-0.2,-2.5
COc1ccc(OC)c(N2C(=O)C(Cl)=C(N3CCOCC3)C2=O)c1,-8.1,-10.4,13.7,-0.4,18.7,-1.0,-8.3,-1.6
O=C(Cc1ccc(Br)cc1)NCCc1ccccc1,-3.5,-13.2,34.7,-0.1,-5.4,-15.2,-16.4,7.0

Not a hit list. Share with any hit: about 3.6%.
